Assay outcomes: PubChem, National Center for Advancing Translational Sciences (NCATS)
KinaseGlo FLuc – counter-screen: inhibitors of Kinase-Glo firefly luciferase; Potency, µM (highest dose often 38.3 µM), without a hit: at the highest dose activity change, negative = inhibition, usual class: inhibitors; Kinase-Glo luciferase, ATP luminescence, 8 min; actives 0.28% (n = 200,000); Q27757; also: % is scaled to controls: 0 for no effect and ±100 for the full control effect; nearly all actives have a fitted effect of over 60% in size
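Compound is pinned into ATP-containing buffer (10 uM ATP, imidazole pH 7.2, 7 mM MgCl2). Kinase-Glo luciferase reagent is then added. Light output is recorded following an 8-min room-temperature incubation.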
Epigenetic reg – derepresses silenced GFP reporter in murine cells. actives 0.2% (n = 280,000). murine LDR cells, GFP reporter derepression, 30 h. Potency, µM (top dose mostly 53.9 µM), for the others: at the highest dose GFP activation, usual class: activators; also: % of control where 0% means no effect; nearly all actives have a fitted effect of over 60% in size
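Reporter derepression read as number of fluorescent GFP-positive objects, 20-120 um in size, counted by laser-scanning cytometer. Mouse LDR line with an epigenetically silenced CMV-GFP locus; compound incubation 30 h, 37 C.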
GoLoco inh red – inhibitors of human Gai1-RGS12 GoLoco interaction (red fluorophore) | P63096 | Gai1:RGS12 GoLoco peptide FP, rhodamine, 10 min | Potency, µM (top dose mostly 61.6 µM), without a hit: at the top dose activity, negative = inhibition, most hits filed as inhibitors | actives 0.44% (n = 230,000) | AID 880; active = well fitted inhibition curve with a large enough effect, not every such curve was filed as active; inactive = no such curve, though single readings can be large or run the other way; also: % is scaled to controls: 0 for no effect and ±100 for the full control effect; nearly all actives have a fitted effect of over 30% in size; many of its hits are not listed in these tables
Target sequence (P63096 whole entry, looked up): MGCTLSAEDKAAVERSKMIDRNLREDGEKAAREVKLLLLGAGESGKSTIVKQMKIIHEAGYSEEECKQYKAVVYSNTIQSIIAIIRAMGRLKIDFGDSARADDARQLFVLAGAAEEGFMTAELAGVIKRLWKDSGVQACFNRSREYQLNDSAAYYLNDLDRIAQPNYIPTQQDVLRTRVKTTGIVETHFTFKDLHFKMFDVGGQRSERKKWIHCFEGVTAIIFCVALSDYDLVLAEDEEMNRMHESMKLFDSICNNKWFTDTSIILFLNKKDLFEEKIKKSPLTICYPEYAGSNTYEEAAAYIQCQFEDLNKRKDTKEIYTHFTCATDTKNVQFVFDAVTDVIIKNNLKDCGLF
RECQ1 inh – inhibitors of human RECQ1 DNA helicase. AID 2549. RECQ1 DNA unwinding, red fluorescence kinetic read. Potency, µM (titrated, usually from 57.3 µM), without a hit: top-dose activity, negative = inhibition, actives largely listed as inhibitors. actives 0.54% (n = 240,000);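 also: plate controls were vehicle for no effect and no enzyme for full effect; nearly all actives have a fitted effect of over 30% in size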
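50 nM RECQ1T1 preincubated 15 min with compound in Tris pH 8.0 buffer with MgCl2, DTT, Tween-20 and 2.5 ug/ml poly(dI-dC); started with 200 nM TAMRA/BHQ-2 forked duplex and 2 mM ATP. Unwinding read as fluorescence (525/598 nm), two reads 2 h apart.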
JMJD2E inh – blocks human JMJD2E demethylase activity; B2RXH2; JMJD2E catalytic domain, FDH-coupled NADH fluorescence (FDH is formaldehyde dehydrogenase); Potency, µM (doses to about 57.1 µM), for inactives: at the highest dose activity change, negative = inhibition, hits mostly inhibitors; actives 1.6% (n = 230,000); AID 2147; active = well fitted inhibition curve with a large enough effect, not every such curve was filed as active; inconclusive = small, poorly fitted or top-dose-only effect, or another doubt; inactive = no such curve, though single readings can be large or run the other way;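 also: 0% = wells with enzyme and -100% = buffer wells without enzyme; nearly all actives have a fitted effect of over 50% in size; many of its hits are not listed in these tables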
Target sequence (B2RXH2 1-337 limits assumed): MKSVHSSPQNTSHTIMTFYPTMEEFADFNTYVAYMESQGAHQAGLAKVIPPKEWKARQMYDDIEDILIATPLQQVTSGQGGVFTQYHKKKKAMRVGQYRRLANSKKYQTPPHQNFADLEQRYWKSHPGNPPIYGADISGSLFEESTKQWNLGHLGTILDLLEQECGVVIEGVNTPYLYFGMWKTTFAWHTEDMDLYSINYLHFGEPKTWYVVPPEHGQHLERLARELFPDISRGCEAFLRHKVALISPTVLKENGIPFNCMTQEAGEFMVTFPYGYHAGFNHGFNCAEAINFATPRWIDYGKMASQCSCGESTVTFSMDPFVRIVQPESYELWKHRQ
IMPase Li inh – cell-permeable IMPase inhibitors with lithium potentiation. CHO-M1 cells, IP1 TR-FRET (IP-One), carbachol + lithium. Potency, µM (titrated, usually from 59.4 µM), for the others: at the top dose activity, negative = IMPase inhibition, most hits filed as inhibitors. actives 0.35% (n = 210,000);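 also: IP1 builds up when IMPase is blocked and the TR-FRET signal falls; plate controls were basal vehicle for no effect and high inhibitor control for full effect; nearly all actives have a fitted effect of over 50% in size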
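Test compounds were applied to CHO-M1 cells previously cultured for 16–30 h at 2000 per well. A small lithium amount accompanied them; after 30 min at 37C, IP1 was quantified by TR-FRET.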
SMN2 splice enh – increases expression of the SMN2 splice variant | HEK293 SMN2-luciferase splicing reporter, luminescence, 30-36 h | Potency, µM (doses to about 46.1 µM), inactives show at the highest dose activity change, positive = activation, most hits filed as activators | actives 2.8% (n = 210,000) | AID 1458; also: % of control where 0% means no effect; nearly all actives have a fitted effect of over 55% in size
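HEK293 cells carry an SMN2 minigene-luciferase reporter in which exon 7 inclusion puts luciferase in frame. Cells were seeded at 2000 cells/well, attached for 10-12 hours, then exposed to compounds for 30-36 hours at 37C before ONE-Glo luminescence.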
NPSR antagonist – neuropeptide S receptor (human) antagonism, cAMP. CHO-NPSR cells, cAMP TR-FRET, antagonist mode. actives 1% (n = 220,000). Potency, µM (top dose mostly 38.3 µM), without a hit: at the top dose activity change, negative = inhibition, usual class: inhibitors. AID 1461. Q6W5P4; also: % is scaled to controls: 0 for no effect and ±100 for the full control effect; nearly all actives have a fitted effect of over 50% in size; many of its hits are not listed in these tables
Target sequence (Q6W5P4 whole entry, looked up): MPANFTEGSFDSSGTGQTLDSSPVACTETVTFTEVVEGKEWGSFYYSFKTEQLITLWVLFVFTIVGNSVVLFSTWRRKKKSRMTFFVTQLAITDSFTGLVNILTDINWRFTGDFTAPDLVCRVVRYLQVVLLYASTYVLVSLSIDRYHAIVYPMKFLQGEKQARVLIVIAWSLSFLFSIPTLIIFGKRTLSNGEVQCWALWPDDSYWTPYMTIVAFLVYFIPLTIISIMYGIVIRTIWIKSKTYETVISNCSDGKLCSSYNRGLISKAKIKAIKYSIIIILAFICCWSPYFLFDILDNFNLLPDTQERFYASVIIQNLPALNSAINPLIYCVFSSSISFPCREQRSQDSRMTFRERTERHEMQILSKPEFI
* = called active by the depositor; i = inactive; ? = inconclusive; . = not tested or not shown; [ ] = dose if it differs, or a comment. Unless noted, calls follow the shape of the dose curve; as a rule, active = well fitted curve in the direction sought with a large enough effect; inconclusive = small, poorly fitted or top-dose-only effect, or another doubt; inactive = no such curve, though single readings can be large; an effect the other way counts as inactive or inconclusive. Potency is read from the fitted curve at half-maximal effect. Only part of the results is shown; rates above refer to the full screens.

SMILES | KinaseGlo FLuc | Epigenetic reg | GoLoco inh red | RECQ1 inh | JMJD2E inh | IMPase Li inh | SMN2 splice enh | NPSR antagonist
CN(C)S(=O)(=O)c1ccc2c(c1)nc(CCC(=O)NCc1ccc(Cl)cc1)n2C | -1% | -5.1% | 10% | i | 7% | 7% | -8% | -8%
CCCn1nnnc1NC(=O)c1cc(Cl)ccc1Cl | -1% | 4.5% | -10% | 0% | -6% | -5% | -14% | 9%
CC(C)(C)C1=NN=C2c3ccccc3C(=O)C21 (stereo unspecified) | . | 2.9% | -9% | -4% | -11% | . | . | 18%
COc1ccc(-n2c(Cn3nnc4ccccc43)nnc2SCC(=O)O)cc1 | -2% | 2.4% | 2% | -2% | 0% | -7%[38.3 µM] | ? | 5%[46.1 µM]
COC(=O)c1c(C)[nH]c(C)c1-c1ccc([N+](=O)[O-])cc1 | 0% | -1.1% | 3% | i | 7% | ? | -34%[inhibitor] | -30%
NC(=O)C1CCN(C(=O)COc2cccc3ccccc23)CC1 | 3% | 4.6% | -7% | -1% | -3% | -3%[38.3 µM] | 5% | -4%[46.1 µM]
NC(=O)c1ccc[n+](CC(=O)c2ccccc2)c1 | . | 2.6% | 8% | -12% | -5% | . | . | 7%
CC(C)c1nnc(N2C(=O)c3oc4ccccc4c(=O)c3C2c2ccco2)s1 (stereo unspecified) | 0% | 2.0% | 21% | i | 3% | 2% | -4% | -20%[46.1 µM]
Cc1ccc(C(CC(=O)O)C2CCOC(C)(C)C2)cc1 (stereo unspecified) | 5% | -0.3% | 0% | -17% | 6% | -4%[38.3 µM] | 3% | -4%[46.1 µM]
COc1cc(/C=N/NC(=O)CNC(=O)c2ccc3c(c2)OCCO3)ccc1O | -5% | -1.1% | 17% | -8% | 9% | 9%[38.3 µM] | -7% | -8%[46.1 µM]
Cc1ccc(S(=O)(=O)NC(=O)Nc2cc(C)ccc2F)cc1 | 3% | 7.1% | 14% | -2% | 7% | -13%[38.3 µM] | -30% | -24%[46.1 µM]
CC(C)=CCc1c(O)cc2oc(C)cc(=O)c2c1O | -4% | 0.0% | -2% | i | 5% | 6% | -7% | .
CCCCN(CCCC)S(=O)(=O)c1ccc(NS(=O)(=O)c2ccc(NC(C)=O)cc2)cc1 | -4% | -2.9% | 3% | -2% | -9% | -1%[38.3 µM] | 26% | -28%[46.1 µM]
O=C(OCC#Cc1c(COC(=O)c2ccccc2)nnn1Cc1ccccc1)c1ccccc1 | . | 0.5% | 1% | ? | -4% | . | . | 0%
O=C(NN=C1CCCC1)c1ccccc1OCc1ccc(Cl)cc1 | -5% | -0.3% | 1% | -4% | 10% | 9% | -16% | -29%
CSc1nc2[nH]ncc2c(=O)n1-c1ccccc1 | -1% | 0.0% | 5% | -1% | 7% | -4% | -21% | 24%
O=C(COc1cccc2ccccc12)N/N=C/c1ccncc1 | 1% | 4.3% | 4% | i | ? | 2% | 0% | -15%
CN1C(=O)N(c2ccccc2)C(Nc2nncs2)C1(C)C (stereo unspecified) | -6% | -1.2% | -4% | i | -2% | -4%[38.3 µM] | -16% | 15%[46.1 µM]
C/C(=N\NC(=O)CSc1nc(C)[nH]c1[N+](=O)[O-])c1ccc(F)cc1 | . | 1.6% | 11% | i | 16% | . | . | 31%
COc1ccc(C(=O)N2CCC3(CC2)CN(Cc2ccc(C#N)cc2)C3)cc1 | -2% | . | 11% | i | . | -3% | -21% | .
O=C(Nc1ccccc1-c1nc2ccccc2s1)c1cccnc1Cl | 1% | -1.9% | 10% | i | 7% | -24%[38.3 µM] | -20% | -24%[46.1 µM]
O=C(COc1ccc([N+](=O)[O-])cc1)Nc1ccccc1N1CCCC1 | 7% | 4.6% | 0% | -4% | -3% | 17% | . | 20%
COC(=O)NC(CCc1ccccc1)C(C(C)=O)C(=O)OC (stereo unspecified) | -2% | -0.3% | 0% | i | -3% | 7% | 7% | .
Cc1ccc(/C=N/n2nnnc2N)o1 | 1% | 0.0% | 9% | 5% | -7% | 9%[38.3 µM] | -14% | 5%[46.1 µM]
Cc1nn(C)c(C)c1S(=O)(=O)N1CCC(CO)(CC2CCCCO2)CC1 (stereo unspecified) | 1% | -1.2% | -5% | -7% | -3% | 28% | . | -9%
CS(=O)(=O)c1ccc2c(c1)sc1nc(=O)c(/C=C3/C=CC(=O)C(O)=C3)c(N)n12 | . | -2.4% | 78%[activator] | 16µM* | 3.2µM* | . | . | 23%
CCOC(=O)c1cnc(-n2nc(C)cc2C)nc1N(CC)CC | 3% | -1.1% | 0% | i | 7% | 35%[activator][38.3 µM] | 19% | -22%[46.1 µM]
COc1ccc(-n2cc(C(=O)c3ccc4ccccc4c3O)cn2)cc1 | -2% | ? | 2% | 12% | -30% | -1% | 3% | 10%
Cn1c(=O)c2c(ncn2CC(COCc2ccccc2Cl)OCc2ccccc2Cl)n(C)c1=O (stereo unspecified) | 3% | 3.9% | -3% | -3% | 2% | 14%[38.3 µM] | -16% | -20%[46.1 µM]
CNC(=O)c1nn(-c2ccc(Cl)cc2)ccc1=O | 3% | 0.6% | 0% | 1% | -13% | 16%[38.3 µM] | -3% | -3%[46.1 µM]
COc1ccc(N2CCN(C3CC(=O)N(Cc4ccccc4)C3=O)CC2)cc1 (stereo unspecified) | 6% | -1.4% | 20% | i | -5% | -4% | -4% | 1%
COc1ccc(/C=N/Nc2nc(N3CCCC3)nc(N3CCCC3)n2)cc1 | -1% | -1.8% | 5% | -6% | -4% | 7% | -5% | 0%
O=[N+]([O-])c1ccc(N/N=C/c2ccc(O)c(O)c2O)c(S(=O)(=O)N2CCOCC2)c1 | -3% | -0.1% | 88%[activator] | ? | 7.9µM* | 17% | 3% | -35%
Cc1nc(-c2ccccc2)cc(N2CCCC2)n1 | 1% | 0.0% | 2% | i | -5% | 16%[38.3 µM] | 24% | -9%[46.1 µM]
O=C(Nc1ccc(Cc2ccncc2)cc1)c1ccc(S(=O)(=O)N2CCCC2)cc1 | -1% | -0.4% | 3% | i | -3% | 23% | -45%[inhibitor] | 3%
CCOc1ccc(/C(O)=C2/C(=O)C(=O)N(CC3CCCO3)C2c2cccs2)cc1 (stereo unspecified) | -1% | 1.3% | 12% | -6% | 1% | ? | 4% | -22%
c1ccc(C(c2ccccc2)c2noc(CN3CCC(c4ccncc4)CC3)n2)cc1 | . | -5.4% | 0% | -10% | -4% | . | . | 54%
COc1ccc(NC(=O)c2ccco2)c(NC(=O)Cc2cccs2)c1 | 1% | -0.8% | 5% | -6% | 6% | 15%[38.3 µM] | -3% | 1%[46.1 µM]
FC(F)(F)c1cccc(-c2nn[nH]n2)c1 | 1% | 2.3% | 1% | -2% | -4% | -5% | 4% | -3%
COc1ccc(C(C)=O)c(O)c1 | -13% | 1.3% | 1% | 7% | 2% | 4% | -7% | .
Nc1nnc(SCC(=O)NN2C(=O)NC3(CCCCC3)C2=O)s1 | 3% | 0.0% | -1% | -6% | 5% | -9% | 3% | 16%
COc1cccc(/C=N/NC(=O)c2ccc(CN3c4cccc5cccc(c45)S3(=O)=O)cc2)c1 | -4% | -2.2% | 11% | -4% | ? | -2% | -29% | -6%
CCCS(=O)(=O)NCCc1cc2ccc(OC)cc2[nH]c1=O | 2% | 0.0% | -14% | i | ? | 27%[38.3 µM] | 13% | -7%[46.1 µM]
CCCCNC(=O)C1CC(=O)N(CCc2ccccc2)C1 (stereo unspecified) | -2% | -3.7% | 0% | -9% | 10% | -3% | -8% | 16%
COc1ccc(/C=N/NC(=O)c2ccn[nH]2)cc1Cn1cc([N+](=O)[O-])cn1 | . | 0.1% | 6% | -12% | ? | . | . | 0%
CC(NC(=O)Nc1ccc(Cl)cc1)C1CCCO1 (stereo unspecified) | . | -0.2% | 9% | 9% | 5% | 4% | . | 12%
O=C(Nc1ccccc1)Nc1c(F)cccc1F | -10% | 0.4% | 0% | i | -2% | 10% | 18% | 11%
Cn1c(SCC(=O)N2CCN(c3ccccc3)CC2)nnc1-c1ccccc1 | -2% | -0.2% | -4% | -3% | 3% | -22%[38.3 µM] | -47%[inhibitor] | ?
CS(=O)(=O)N(CC(=O)N1CCN(c2ccc(F)cc2)CC1)c1ccc(F)c(Cl)c1 | -3% | 0.0% | -13% | i | 5% | 18%[38.3 µM] | -17% | -8%[46.1 µM]
Cc1cc2c(=O)n(NC(N)=O)c(C)nc2s1 | -5% | -3.2% | -10% | -1% | 6% | -2%[38.3 µM] | -27% | -11%[46.1 µM]
O=C(Nc1cc(C(F)(F)F)ccc1Cl)c1ccncc1 | 0% | -1.3% | -9% | -11% | 7% | -8% | -4% | 13%
O=C(Cn1cc2c(n1)CCCCC2)NCCCN1CCOCC1 | 2% | -0.8% | -6% | -15% | -1% | 26%[38.3 µM] | -15% | -2%[46.1 µM]
COC(=O)c1ccc(COC(=O)c2nn(C)c(=O)c3ccccc23)cc1 | 1% | -0.1% | 7% | i | 6% | 19% | -12% | 0%
CCN(CC)CCSc1nc(O)c(C(C)C)c(=O)[nH]1 | 1% | -4.6% | 3% | -10% | -2% | -3%[38.3 µM] | 7% | -4%[46.1 µM]
Cc1oc2cc(OCC(=O)O)ccc2c(=O)c1Oc1ccccc1 | -1% | -0.7% | -5% | -7% | -3% | 22%[38.3 µM] | 0% | -1%[46.1 µM]
O=C(Nc1cnn(C23CC4CC(CC(C4)C2)C3)c1)c1cnn2c(C(F)(F)F)cc(-c3ccco3)nc12 | 3% | 0.0% | 4% | i | -4% | 45%[38.3 µM] | -11% | 7.9µM*

Reprinted at random: 2 entries already listed.
SMILES | KinaseGlo FLuc | Epigenetic reg | GoLoco inh red | RECQ1 inh | JMJD2E inh | IMPase Li inh | SMN2 splice enh | NPSR antagonist
Cc1cc2c(=O)n(NC(N)=O)c(C)nc2s1 | -5% | -3.2% | -10% | -1% | 6% | -2%[38.3 µM] | -27% | -11%[46.1 µM]
CC(NC(=O)Nc1ccc(Cl)cc1)C1CCCO1 (stereo unspecified) | . | -0.2% | 9% | 9% | 5% | 4% | . | 12%
